RMI-FANCM inh – blocks RMI1/RMI2 complex binding to FANCM MM2 peptide; 70,000 tested, 0.58% active; AID 1159607; Fluorescence polarization, RMI core complex with F-MM2 peptide; stronger effect = lower value; FP signal (polarization) at 33 µM; in the data active = FP signal below about 40; also: inactives centre near 61; strong numbers were not always called active; unit not given here
The depositor's hits bear a star; & = joins results of further samples. This is a subset, so the mix of outcomes need not match the whole.

SMILES | RMI-FANCM inh
CCc1cccc(NC(=O)Cn2cccc(-c3nc(-c4ccc(OC)c(OC)c4)no3)c2=O)c1 | 105
O=C(CN1CCN(C2c3ccccc3-c3ccccc32)CC1)c1ccc2c(c1)OCCCO2 | 66
COc1ccc(SCC(=O)N(CCn2cccn2)c2nc3c(F)cccc3s2)cc1 | 83
O=C(Nc1ccc2c(c1)CN(C(=O)c1ccco1)CC2)c1ccc(F)cc1 | 70
Cc1cc(C)n(-c2nc(-c3cccnc3)nc3ccccc23)n1 | 58
CCn1c(SCC(=O)Nc2ccc3c(c2)OCCO3)nc2c(-c3ccccc3)c[nH]c2c1=O | 76
CN1CCN(n2c3c(c(SCC(=O)Nc4nc5ccccc5s4)nc2=O)CCC3)CC1 | 58
C#CCn1c(=NC(=O)c2ccc(S(=O)(=O)N3CCOCC3)cc2)sc2cccc(Cl)c21 | 64
CC(=O)Nc1cccc(NC(=O)CS(=O)(=O)c2cn(CC(=O)N3CCCC3)c3ccccc23)c1 | 60
Cn1c(Cc2nc(-c3cnccn3)no2)nnc1SCC(=O)Nc1ccc(Cl)cc1 | 54
Cc1nc2sc(C(c3ccc([N+](=O)[O-])cc3)N3CCN(Cc4ccccc4)CC3)c(O)n2n1 (stereo unspecified) | 57
Cc1cc(C)cc(OCCNS(=O)(=O)c2cc([N+](=O)[O-])ccc2Cl)c1 | 59
Cc1[nH]c2ccccc2c1SCc1nnc(SCC(=O)Nc2ccccc2)n1C | 55
O=S(=O)(c1ccc(Cl)cc1)N1CCSC1c1ccc2c3c(cccc13)CC2 (stereo unspecified) | 159
O=C(Nc1nnc(-c2ccc(Br)cc2)o1)c1ccccc1[N+](=O)[O-] | 64
Cc1ccc(CNC(=O)Cn2nc3ccc(SCc4ccc(Cl)cc4)nn3c2=O)cc1 | 100
COc1cc(C)c(Br)cc1S(=O)(=O)NCCc1ccccc1 | 62
Nc1ccccc1SCC(O)COc1cccc(C(F)(F)F)n1 (stereo unspecified) | 53
NNC(=O)c1cc2c(s1)-c1cc(Cl)ccc1SC2 | 56
COc1ccc(CC(=O)N2CCCC(c3nnc(-c4cccs4)o3)C2)cc1 (stereo unspecified) | 63
COc1ccccc1NC(=O)c1c(C)[nH]c(=S)c(C#N)c1-c1ccco1 | 62
C[C@@H]1CC[C@@]2(OC1)O[C@H]1CC3C4CC[C@H]5C[C@@H](O)CC[C@]5(C)C4CC[C@]3(C)[C@H]1[C@@H]2C (stereo partly specified) | 57
CCOC(=O)c1sc(NC(=O)CCS(=O)(=O)c2ccc(OC)cc2)cc1C | 61
Cc1c(C)c(C)c(S(=O)(=O)Oc2ccccc2N2CC(C)OC(C)C2)c(C)c1C (stereo unspecified) | 54
Cc1ccc(CSc2nccn(-c3ccc(Br)cc3)c2=O)cc1 | 77
C=CCc1cccc(/C=N\Nc2nc(-c3ccc4ccccc4c3)cs2)c1O | 14*
CCOC(=O)c1sc(NC(=O)COc2ccc(C)cc2C(C)(C)C)nc1C | 69
O=C(Nc1nnc(Cc2cccs2)o1)c1ccccc1 | 71
N[C@H]1CONC1=O | 55&52
OC1(c2ccccc2)CCOCC1 | 54

Ordered by the number under RMI-FANCM inh (ascending): 3 from the list above
SMILES | RMI-FANCM inh
C[C@@H]1CC[C@@]2(OC1)O[C@H]1CC3C4CC[C@H]5C[C@@H](O)CC[C@]5(C)C4CC[C@]3(C)[C@H]1[C@@H]2C (stereo partly specified) | 57
CCOC(=O)c1sc(NC(=O)CCS(=O)(=O)c2ccc(OC)cc2)cc1C | 61
O=C(CN1CCN(C2c3ccccc3-c3ccccc32)CC1)c1ccc2c(c1)OCCCO2 | 66

More records.
SMILES | RMI-FANCM inh
O=C(Nc1cc2ccccc2cc1NC(=O)c1ccc(-c2ccccc2)cc1)c1ccc(-c2ccccc2)cc1 | 55
COc1cccc(Cn2c3c(c4ccccc4c2=O)C(=O)c2ccccc2-3)c1 | 53
CSc1sc(-c2[nH]ncc2Br)c2c1C(=O)CC(C)(C)C2 | 53
O=C(NCCc1c[nH]c2ccccc12)C(=O)Nc1nc2ccccc2s1 | 50
Cc1cc(NC(=O)c2ccco2)n(-c2nc3c(cnn3-c3ccc(F)cc3)c(=O)[nH]2)n1 | 67
OCCc1nc2ccccc2n1Cc1c(F)cccc1Cl | 63
O=C(NCCc1ccc(Cl)cc1)C12CC3CC(CC(C3)C1)C2 | 55
CC(=O)NC(Nc1ccc(C)cc1)(C(F)(F)F)C(F)(F)F | 56
O=C(CCn1cnc2c(cnn2-c2ccc(F)cc2)c1=O)NCc1cccnc1 | 74
CCn1ccc(C(=O)N(Cc2ccccc2)c2nc3ccc(Cl)cc3s2)n1 | 62
O=C(Nc1cc(Cl)cc(Cl)c1)OCCSC1CS(=O)(=O)c2cc([N+](=O)[O-])ccc21 (stereo unspecified) | 56&61
CCOc1cccc2cc(-c3csc(NC(=O)c4sc5ccccc5c4Cl)n3)oc12 | 60
O=S(=O)(NCCc1ccccn1)c1ccc(S(=O)(=O)N2CCOCC2)cc1 | 55
Cc1cc(=O)[nH]c(-n2nc(-c3cccs3)cc2NC(=O)CSCc2ccccc2)n1 | 65
O=C1SCCC1NS(=O)(=O)c1ccc(F)cc1Cl (stereo unspecified) | 56

Three entries from above, with each value named:
> O=C(NCCc1c[nH]c2ccccc12)C(=O)Nc1nc2ccccc2s1
- RMI-FANCM inh = 50
> CC(=O)NC(Nc1ccc(C)cc1)(C(F)(F)F)C(F)(F)F
- RMI-FANCM inh = 56
> OCCc1nc2ccccc2n1Cc1c(F)cccc1Cl
- RMI-FANCM inh = 63

(next part)
SMILES | RMI-FANCM inh
CC(=O)N1CCc2c(sc(NC(=O)/C=C/c3cccs3)c2C(N)=O)C1 | 74
COc1ccc(F)cc1S(=O)(=O)N1CCC(c2nnc(-c3ccco3)s2)CC1 | 64
CCOC(=O)c1cn[nH]c1S(=O)(=O)NCc1cccc(OC)c1 | 63
Cc1ccc(-c2ccc(=O)n(Cc3nc(-c4ccccc4Cl)no3)n2)cc1C | 68
CSc1ccc(/C=C(\C#N)c2nc3ccccc3c(=O)[nH]2)cc1 | 85
O=c1c2cc(-c3ccc(F)cc3)nn2ccn1Cc1nc(-c2ccccn2)no1 | 74
COc1cccc(CCNC(=O)C(=O)Nc2ccc([N+](=O)[O-])cc2C)c1 | 65
O=[N+]([O-])c1ccc(N/N=C\Cc2nnnn2-c2ccc(-c3ccccc3)cc2)c([N+](=O)[O-])c1 | 57
CCOc1ccc(-c2cc(=O)n(CC(=O)Nc3ccc(OC(F)(F)F)cc3)cn2)cc1 | 150
CSc1nc(NC(C)C)c2cnn(CCNC(=O)c3cccc(C(F)(F)F)c3)c2n1 | 59
O=[N+]([O-])c1ccc(N2CCN(S(=O)(=O)c3ccc(Cl)cc3)CC2)nc1 | 53
CCc1c(C)nc2c(-c3ccccc3)c(C)nn2c1NCCc1ccc(OC)c(OC)c1 | 59
CCN1CCN(c2ncnc3scc(-c4ccc(F)cc4)c23)CC1 | 63
Cc1cc(C(=O)Nc2cccc(-c3nc4ccccc4o3)c2)n(C)n1 | 58
CCOC(=O)c1ccccc1Nc1ccc([N+](=O)[O-])cc1C(=O)OCC | 126

RMI-FANCM inh: entries above that show a hit.
SMILES | RMI-FANCM inh
C=CCc1cccc(/C=N\Nc2nc(-c3ccc4ccccc4c3)cs2)c1O | 14*

Continuation:
SMILES | RMI-FANCM inh
COc1ccc(OC)c(COCC(O)CNC(C)C)c1 (stereo unspecified) | 71
CC(=O)N(CC(O)CN(C(C)=O)c1c(I)c(C(=O)NCC(O)CO)c(I)c(C(=O)NCC(O)CO)c1I)c1c(I)c(C(=O)NCC(O)CO)c(I)c(C(=O)NCC(O)CO)c1I (stereo unspecified) | 53
O=C(Oc1ccc(N(C(=O)c2ccc([N+](=O)[O-])cc2)S(=O)(=O)c2ccc(Br)cc2)c2ccccc12)c1ccc([N+](=O)[O-])cc1 | 51
CN(C)CCN(C(=O)c1ccc(S(=O)(=O)N(C)CC2CCCO2)cc1)c1nc2ccc(Br)cc2s1 (stereo unspecified) | 70
O=C(NCc1cccc2ccccc12)NCc1nnnn1-c1ccccc1 | 55
Cc1cc(S(=O)(=O)NCC2CCN(Cc3cccs3)CC2)ccc1F | 76
c1ccc2[nH]c(CSCSCc3nc4ccccc4[nH]3)nc2c1 | 55
O=c1[nH]c2ccc(Cl)cc2c(-c2ccccc2)c1CN1CCCCC1 | 81
COC(=O)CS(=O)c1ccccc1 (stereo unspecified) | 55
COc1ccc(C(CC(=O)c2ccc3ccccc3c2)C(=O)c2ccc(F)cc2)cc1 (stereo unspecified) | 56
CN(C)CCCN(C(=O)c1cccc2ccccc12)c1nc2c(F)cc(F)cc2s1 | 103
COc1ccccc1OCC(=O)Nc1ccc2c(c1)N(C(=O)c1ccco1)CC2 | 66
COc1ccc(NS(=O)(=O)c2cc(C(F)(F)F)cc(C(F)(F)F)c2)c([N+](=O)[O-])c1 | 53
COc1ccccc1-c1ccc(N2CCC(C(=O)N3CCN(c4ccccc4OC)CC3)CC2)nn1 | 61
O=C(CCN1C(=O)c2ccccc2S1(=O)=O)N1CCc2ccccc21 | 103
Cc1ccc(-n2c(SCc3nc(-c4ccccc4Cl)no3)nc3ccsc3c2=O)cc1 | 72
Cc1nc(-c2ccccc2)sc1C(=O)Nc1ccc(SCC(=O)N2CCCC2)nn1 | 62
CCOc1ccc(-c2[nH]ncc2-c2nc(-c3cc(OC)c(OC)c(OC)c3)no2)cc1Cl | 41
Cc1ccc(NC(=O)C(=O)NCC2CCCN2S(=O)(=O)c2cccs2)cc1C (stereo unspecified) | 63
O=C1CCC(=O)N1c1ccc(S(=O)(=O)NCc2ccccn2)cc1 | 66
CC(C)(C)c1ccc(S(=O)(=O)NCCC(=O)O)cc1 | 74
CCCCOc1ccc(C(=O)NCCc2ccc(N(C)C)cc2)cc1 | 69
N#C/C(N)=C(\C#N)N=Cc1ccccc1[N+](=O)[O-] | 51
N#Cc1cc([N+](=O)[O-])ccc1NCCCN1CCOCC1 | 65
Cc1c(Br)c(C(=O)NNC(=O)Nc2ccc(Cl)cc2)nn1C | 52
CN(C(=O)c1ccc([N+](=O)[O-])cc1)C1(C)CCS(=O)(=O)C1 (stereo unspecified) | 57
COc1ccc2oc(=Nc3cccc4ccccc34)c(-c3nc4ccccc4[nH]3)cc2c1 | 51
N/C(=N\OC(=O)Nc1cccc(C(F)(F)F)c1)C1COc2ccccc2O1 (stereo unspecified) | 59
N#Cc1cccc(NC(=O)CSc2ncc(S(=O)(=O)c3cccs3)c(N)n2)c1 | 73
O=C(Nc1ccc(F)c(Cl)c1)C(=O)Nc1cc2c3c(c1)CCN3C(=O)CC2 | 55
O=C(Cc1cccs1)NCCCn1nc(-c2ccc(Cl)cc2)ccc1=O | 72
O=C1c2ccccc2C(=O)c2cc(S(=O)(=O)NCc3ccco3)ccc21 | 59
COCCn1c(SCC(=O)Nc2ccccc2C(F)(F)F)nnc1-c1c[nH]c2ccccc12 | 60
CCCOc1ccc(-c2cc(C(=O)N=Nc3c(O)[nH]c4ccccc34)[nH]n2)cc1 | 58
Cc1ccc(-n2ncc3c(C)n[nH]c(=S)c32)cc1C | 85
O=C1C=CC(=NS(=O)(=O)c2ccc(F)cc2)C=C1 | 2*
O=C(NNC(=O)c1csc(Cc2ccsc2)n1)Nc1ccccc1 | 54
CCOC(=O)/C(C#N)=C/NCCc1c[nH]c2ccccc12 | 63
O=C(CSc1nnc(-c2cccs2)o1)NC(=O)Nc1ccccc1 | 59
Cc1ccc(-n2ncc3c(=O)[nH]cnc32)cc1C | 75
COC(=O)c1ccc(/C=N\NC(=O)c2cc(-c3ccccc3Cl)n[nH]2)cc1 | 90
COc1ccc(NS(=O)(=O)c2ccc(F)cc2)cc1OC1CCCC1 | 54
CC(C)NC(=O)CSc1nnc(NC(=O)Nc2ccccc2)s1 | 55
COc1cc(C(=O)Nc2ccc3sccc3c2)cc(OC)c1OC | 59
COC(=O)c1cc(COc2ccc3oc(C)c(C(=O)OC(C)C)c3c2)c(C)o1 | 56
Cc1c(C(=O)NCC(c2cccc3ccccc23)N2CCOCC2)cccc1[N+](=O)[O-] (stereo unspecified) | 50
Cc1cc(C)c(C(=O)NCC2CCN(C3CCCC3)CC2)c(C)c1 | 78
CCn1nc(C)cc1C(=O)Nc1sccc1C(=O)NC | 68
COc1ccccc1N1CCN(CCNC(=O)COc2ccc(Cl)cc2)CC1 | 64
COc1ccc(Cl)cc1C(=O)NCCN1CCN(c2ccccc2OC)CC1 | 63
COc1cc(CNC(=O)CCCCCCC(C)C)ccc1O | 51
O=C(CCSc1nnc2scc(-c3ccccc3)n12)NCc1ccc2c(c1)OCO2 | 76
Cc1cc(NS(=O)(=O)c2ccc(NC(=O)c3cc4cc([N+](=O)[O-])ccc4s3)cc2)no1 | 55
CN(C)CCCN(C(=O)Cc1ccc2c(c1)OCO2)c1nc2ccc(Cl)cc2s1 | 108
CCOC(=O)c1ccc(NC(=O)CCCn2nc(-c3ccco3)ccc2=O)cc1 | 65
O=C(CC1CCCC1)Nc1nc(CN2CCc3ccccc3C2)cs1 | 65
COc1cc(OC)cc(N2C(=O)C3N=NN(c4ccc(C)cc4)C3C2=O)c1 (stereo unspecified) | 63
COc1ccc(OC)c2sc(N(CC3CCCO3)C(=O)c3cc(C)nn3C)nc12 (stereo unspecified) | 55
Cc1cc(NC(=O)C(=O)NCC(c2ccsc2)N2CCc3ccccc3C2)c2ccccc2n1 (stereo unspecified) | 63
COc1ccc2c(=O)c(-c3ccc(OCC=C(C)C)cc3)coc2c1 | 54
CCCc1cc(=O)n(CC(=O)Nc2ncccc2C)cn1 | 63
CN1CCN(C(CNS(=O)(=O)c2cccc(F)c2)c2ccsc2)CC1 (stereo unspecified) | 64

Screens: PubChem, Small Molecule Screening Facility, UW Madison
